# ELG1 repair inh: qHTS screen for small molecules that inhibit ELG1-dependent DNA repair in human embryonic kidney (HEK293T) cells expressing luciferase-tagged ELG1. hit rate 2.3% among 330,000. HEK293T ELG1-luciferase reporter, luminescence, 16 h; DNA damage induced by 5-fluorouridine. AID 504467, 2011. Potency, µM (titrated, usually from 46.1 µM), without a hit: at the top dose activity change, negative = inhibition, usual class: inhibitors; further: potency means the concentration at half of the fitted maximal effect; on the % scale 0 is the no-effect control and ±100 the full control effect; nearly all actives have a fitted effect of over 55% in size
#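 DMSO vehicle served as the neutral condition. Each well held 2,000 cells given 5-fluorouridine plus compound; after 16 hr at 37 °C/5% CO2, ONE-Glo was added and luciferase measured 30 min later.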
# Integrin act MD: qHTS for Activators of Integrin-Mediated Alleviation for Muscular Dystrophy; hit rate 0.064% among 350,000; Potency, µM (top dose mostly 38.3 µM), for the others: at the top dose activation, hits mostly activators; alpha7betagal myoblasts, beta-gal FDG fluorescence, 48 h;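 further: potency means the concentration at half of the fitted maximal effect; 100% = response of the positive control SU9516; nearly all actives have a fitted effect of over 60% in size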
#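 alpha7betagal+/- myoblasts (passage 13, 250/well) treated 48 h at 37C with compounds at 1:260 dilution of DMSO stock. Lysed, then beta-galactosidase activity read as FDG fluorescence (ex 480/em 540) after 30 min, with pre-read for autofluorescence.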
# TRPV1 ag: HTS Assay for Compounds that Act as Agonists of the Vanilloid Receptor 1; activation, % at 8.33 µM; TRPV1-expressing cells, Fluo-8 calcium influx, agonist mode; Transient receptor potential cation channel subfamily V member 1 (Homo sapiens), Q8NER1; hit rate 0.19% among 320,000; in the data active means activation above about 80%; inconclusive means between about 30% and that limit; further: 0% is about no effect
#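 TRPV1-expressing cells were cultured overnight at 35.5C and loaded with Fluo-8 calcium dye for 40 to 90 min at room temperature. After a 10 s baseline, compound was added and calcium influx was read kinetically for 3 min (ex 480/em 520 nm).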
# TSG101-PTAP inh: qHTS Assay for Iinhibitors of HIV-1 Budding by Blocking the Interaction of PTAP/TSG101 | Potency, µM (highest dose often 115 µM), without a hit: at the top dose activity change, negative = inhibition, most hits filed as inhibitors | Fluorescence polarization, FITC-PTAP peptide / Tsg101 binding | Tumor susceptibility gene 101 protein (Homo sapiens), Q99816 | 340,000 tested, under 10 active; active means well fitted inhibition curve with a large enough effect in the main read-out, with a control signal flat, not every such curve was filed as active; inconclusive means small, poorly fitted or top-dose-only effect, or effect the other way, or a change in a side signal; inactive means no such curve, though single readings can be large or run the other way; further: potency means the concentration at half of the fitted maximal effect; % of control where 0% means no effect
# Target sequence (Q99816 whole entry, looked up): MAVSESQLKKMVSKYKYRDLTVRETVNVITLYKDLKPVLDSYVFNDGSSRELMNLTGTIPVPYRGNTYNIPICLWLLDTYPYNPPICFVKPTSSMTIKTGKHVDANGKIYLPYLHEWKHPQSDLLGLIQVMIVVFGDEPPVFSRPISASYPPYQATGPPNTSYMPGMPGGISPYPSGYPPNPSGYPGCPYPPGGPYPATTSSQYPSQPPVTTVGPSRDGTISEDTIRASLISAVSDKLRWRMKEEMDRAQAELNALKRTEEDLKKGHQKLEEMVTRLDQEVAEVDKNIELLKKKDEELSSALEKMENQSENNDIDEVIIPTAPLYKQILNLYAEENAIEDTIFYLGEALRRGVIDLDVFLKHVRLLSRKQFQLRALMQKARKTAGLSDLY
#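 Fluorescence anisotropy tracks displacement of a FITC-tagged PTAP peptide (50 nM) from the Tsg101 binding domain (10 uM), following a 20 min room-temperature incubation at pH 7.5.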
# p53 reactivation: qHTS assay for re-activators of p53 using a Luc reporter. AID 504706, 2011. H1299 p53-A138V BP100-luciferase reporter, luminescence, 24 h. hit rate 0.063% among 320,000. Potency, µM (highest dose often 92.2 µM), for inactives: top-dose activity change, positive = activation, usual class: activators; further: potency means the concentration at half of the fitted maximal effect; % of control where 0% means no effect; nearly all actives have a fitted effect of over 45% in size
#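 p53-null H1299 cells stably carrying temperature-sensitive p53-A138V and a BP100-luciferase reporter were pinned with compounds (4-point, 1:5 series) and held 24 hrs at 37 deg C. Luminescence was read 10 min after detection reagent.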
# B2AR arrestin: qHTS assay of beta-arrestin-biased ligands of beta2-adrenergic receptor; Beta-2 adrenergic receptor (Homo sapiens), P07550; beta-arrestin recruitment to beta2AR, cell-based reporter; Potency, µM (series often up to 46.1 µM), without a hit: at the highest dose activation, usual class: activators; hit rate 0.02% among 330,000; AID 492947, 2010;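 further: potency means the concentration at half of the fitted maximal effect; 0% = DMSO controls and full agonism = EC100 isoproterenol or metaproterenol; nearly all actives have a fitted effect of over 65% in size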
# Target sequence (P07550 whole entry, looked up): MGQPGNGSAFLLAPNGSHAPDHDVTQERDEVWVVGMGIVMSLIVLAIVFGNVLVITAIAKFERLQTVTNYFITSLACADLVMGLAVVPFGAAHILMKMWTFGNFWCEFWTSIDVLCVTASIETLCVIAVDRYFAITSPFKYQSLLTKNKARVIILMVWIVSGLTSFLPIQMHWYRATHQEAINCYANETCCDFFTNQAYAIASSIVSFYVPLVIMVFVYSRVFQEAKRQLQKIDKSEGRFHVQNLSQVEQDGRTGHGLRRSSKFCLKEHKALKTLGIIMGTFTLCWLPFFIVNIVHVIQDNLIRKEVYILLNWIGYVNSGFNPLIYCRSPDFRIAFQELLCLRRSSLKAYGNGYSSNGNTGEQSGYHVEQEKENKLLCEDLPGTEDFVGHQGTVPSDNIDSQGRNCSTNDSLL
# BRCA1 expr act: qHTS Assay to Identify Small Molecule Activators of BRCA1 Expression; Potency, µM (titrated, usually from 46.1 µM), for the others: at the top dose activation, actives largely listed as activators; MCF7-BRCA1-FFLuc reporter, luminescence, 48 h; response scale: scaled: vehicle 0%, 10 µM genistein 100%; hit rate 1.1% among 380,000; further: potency means the concentration at half of the fitted maximal effect; nearly all actives have a fitted effect of over 80% in size; some results filed as inactive show a strong effect at the top dose
#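 Luminescence from a BRCA1-driven firefly luciferase in MCF7 cells was read after 48 h compound exposure at 37 C. Data normalized against DMSO and a 10microM genistein activation control, then curve-fitted across the titration.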
# AT treatment: qHTS Assay for Identifying a Potential Treatment of Ataxia-Telangiectasia. […] A-T fibroblasts, KAP-1 phosphorylation AlphaLISA; neocarzinostatin DNA damage 30 min before lysis. Potency, µM (highest dose often 57.5 µM), for the others: at the highest dose activation, most hits filed as activators. hit rate 0.19% among 320,000; further: potency means the concentration at half of the fitted maximal effect; % of control where 0% means no effect; nearly all actives have a fitted effect of over 45% in size
#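 hTERT-immortalized A-T patient fibroblasts ([…]), 500 cells/well in OPTI-MEM, 1% FBS, got compounds for 60 min, then NCS for 30 min at 37C. Lysates were then assayed for phospho-KAP-1 by AlphaLISA (anti-pKAP1 donor, anti-KAP1 acceptor beads), 6 hr at 25C.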
# CXXC DNA block: qHTS Fluorescence Polarization Assay for Inhibitors of MLL CXXC domain - DNA interaction | AID 2662, 2010 | MLL-CXXC / FITC-HOXA9 DNA fluorescence polarization | Potency, µM (top dose mostly 115 µM), inactives show at the highest dose activity change, negative = inhibition, most hits filed as inhibitors | Histone-lysine N-methyltransferase 2A (Homo sapiens), Q03164 | hit rate 0.037% among 290,000; active means well fitted inhibition curve with a large enough effect in the polarisation, with a control signal flat, not every such curve was filed as active; inconclusive means small, poorly fitted or top-dose-only effect, or effect the other way, or a change in a side signal; inactive means no such curve, though single readings can be large or run the other way; the % refers to the polarisation; further: potency means the concentration at half of the fitted maximal effect
#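 Steps: dispense CXXC domain solution (7 uM) → pin compounds or unlabeled HOX-A9 DNA control → 5 min ambient → add FLSN-HOX-A9 solution (50 nM) → spin → 30 min ambient → fluorescence polarization. Tris pH 7.5/NaCl/DTT/BSA buffer.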
# TCR activator: Activators of T cell receptors: qHTS campaign | primary human leukocytes, anti-CD3, IL-2 HTRF, 48 h | Potency, µM (top dose mostly 9.22 µM), without a hit: at the highest dose activation of IL-2 secretion, hits mostly activators | 330,000 tested, under 10 active; further: % of control where 0% means no effect
#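 Activity was scored as IL-2 release from primary human leukocytes given only a TCR signal (a-CD3 beads) plus compound for 48 hr. Detection used a two-antibody HTRF format read at 665nm.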
# The depositor's hits bear a star; ? = inconclusive; nt = no result given; & = joins results of further samples; [ ] = remark or other dose. Unless noted, the call rests on the fitted dose curve; in most records, active means well fitted curve in the direction sought with a large enough effect; inconclusive means small, poorly fitted or top-dose-only effect, or another doubt; inactive means no such curve, though single readings can be large; an effect the other way counts as inactive or inconclusive. Compounds were not picked by outcome. About 3.8% of those tested had a hit in this group.
[1] CC1CC(C)CN(CCCNC(=O)CN2C(=O)CSc3ccc(S(=O)(=O)N4CCOCC4)cc32)C1 (stereo not given)
[2] O=C(CCS(=O)(=O)c1ccccc1F)Nc1ccc(N2CCN(Cc3ccccc3)CC2)cc1
[3] C/C(Cn1nnc([N+](=O)[O-])n1)=N\NC(=O)c1ccncc1
[4] O=C(NNC(=O)c1cc(F)c(F)cc1Cl)c1ccc(NS(=O)(=O)c2cccs2)cc1
[5] CCOC(=O)c1sc(NC(=O)c2ccccc2)cc1C
[6] CCCC(NC(=O)CCl)c1ccccc1 (stereo not given)
[7] CNC(=S)N(CCc1c(C)[nH]c2ccccc12)Cc1cccnc1
[8] COc1ccc(C2C(C#N)=C(N)Oc3n[nH]c(C)c32)cc1CSc1ccccn1 (stereo not given)

assay / compound	1	2	3	4	5	6	7	8
ELG1 repair inh	0%	3%	?	?	?	?	9%	-1%
Integrin act MD	-27%	-13%	-10%	-28%	18%	-45%	30%	-24%
TRPV1 ag	0	-7	29	0	2	-1	8	-2
TSG101-PTAP inh	-9%	-1%	-1%	0%	-7%	-1%	-3%	-2%
p53 reactivation	-9%	13%	13%	-10%	21%	-2%	-4%	-6%
B2AR arrestin	-1.0%	0.0%	0.0%	-0.6%	-0.1%	-0.5%	-1.1%	-0.2%
BRCA1 expr act	16%	1%	-45%	3%	?	-15%	-22%	-20%
AT treatment	4%	-7%	3%	-2%	nt	6%	4%	-5%
CXXC DNA block	4%	nt	-2%	nt	8%	1%	0%	4%
TCR activator	15%	-1%	-1%	nt	2%	1%[46.1 µM]	0%	-1%

[9] COC(=O)CSc1cc(SCC(=O)OC)c(C#N)c(SCC(=O)OC)c1
[10] CCCc1cc(=O)[nH]c(SCC(=O)N2CC3(C)CC2CC(C)(C)C3)n1 (stereo not given)
[11] CN(C(=O)C1CCCO1)c1nnc(-c2ccccn2)s1 (stereo not given)
[12] C[C@]12c3[nH]c4ccc(Cl)cc4c3CCN1C(=O)[C@@H](CC(=O)NCCC1=CCCCC1)C[C@@H]2C(=O)N1CCOCC1
[13] COc1ccc(-c2ccc(SCC(=O)c3cccs3)nn2)cc1
[14] COc1ccc(OC)c(C2C(C(=O)c3ccco3)=C(O)C(=O)N2Cc2cccnc2)c1 (stereo not given)
[15] O=C(CSc1n[nH]c(=O)n1Cc1ccco1)c1ccc2c(c1)OCCO2
[16] N/C(=N\OC(=O)CCc1ccccc1)c1ccc(Br)cc1

assay / compound	9	10	11	12	13	14	15	16
ELG1 repair inh	-8%	2%	?	?	?	-3%	12%	7%
Integrin act MD	-11%	-28%	17%	-12%	-43%	-27%	-3%	14%
TRPV1 ag	1	4	-2	nt	17	3	-1	4
TSG101-PTAP inh	-3%	-4%	-9%	-2%	-1%	-4%	-2%	-1%
p53 reactivation	11%	-9%	?	0%	3%	9%	14%	16%
B2AR arrestin	0.0%	0.1%	0.2%	-0.2%	-0.2%	-0.8%	0.4%	0.2%
BRCA1 expr act	-69%	-16%	81%	-34%	?	18%	38%	78%
AT treatment	2%	-1%	-7%	10%	3%	-3%	1%	16%
CXXC DNA block	4%	nt	-3%	nt	4%	0%	?	9%
TCR activator	-2%	5%	3%	1%[46.1 µM]	9%	12%	7%	7%

[17] COc1ccc(N(CC(=O)NCCSc2ccccn2)S(=O)(=O)c2ccccc2)cc1Cl
[18] Cc1cccc(C)c1NC(=O)CN(C)C(=O)CSCc1c(C)noc1C
[19] O=C1c2ccccc2C(=O)N1c1ccc(S(=O)(=O)N2CCN(c3ccccc3)CC2)cc1
[20] CCOc1nc2cnccc2n(CC(=O)Nc2ccccc2F)c1=O
[21] CC(C)c1ccccc1NS(C)(=O)=O
[22] COc1ccc(C/C(O)=C(\C#N)c2nc3ccccc3s2)cc1
[23] COC(=O)C1=C(C(=O)OC)[C@@H]2Nc3ccccc3[C@@]23C[C@@H](C(=O)OC)N(C(=O)CC(C)C)C3=N1
[24] CC[N+](C)(C)CCN(Cc1ccc(Cl)cc1)c1ccccn1

assay / compound	17	18	19	20	21	22	23	24
ELG1 repair inh	?	5%	-4%	24%	-2%	1%	nt	-19%
Integrin act MD	-20%	15%	16%	-21%	nt	-6%	8%	-38%[inhibitor]
TRPV1 ag	1	-4	-1	1	-5	-21	nt	-1
TSG101-PTAP inh	-3%	-2%	-1%	0%	nt	-9%	-1%	0%
p53 reactivation	-32%[inhibitor]	1%	-2%	2%	-2%	-3%	nt	-3%
B2AR arrestin	0.3%	-0.2%	0.4%	-0.5%	-0.6%	-0.3%	nt	0.0%
BRCA1 expr act	-34%	-10%	12%	0%	nt	-32%	3%	0%
AT treatment	23%	4%	1%	-11%	18%	-4%	nt	5%
CXXC DNA block	0%	nt	9%	8%	-4%	9%	nt	3%
TCR activator	5%	4%	-4%	6%	nt	2%	-2%	3%

[25] Cc1ccc(C)c(C(=O)CCC(=O)N2CCN(c3cccc(C(F)(F)F)c3)CC2)c1
[26] CS(=O)(=O)c1ccc(C(=O)OCC(=O)Nc2cccnc2Cl)cc1[N+](=O)[O-]
[27] CC(=O)Nc1cccc(C(=O)OCC(=O)NC(C)c2ccc(F)cc2)c1 (stereo not given)
[28] O=C1CC(c2ccco2)Sc2ccccc2N1 (stereo not given)
[29] Cc1cc(C)c2c(N)c(C(=O)Nc3ncc(C)s3)sc2n1
[30] C=CCNC(=O)C1CCN(S(=O)(=O)c2ccc3ccccc3c2)CC1
[31] CCOc1ccc(C(=O)COC(=O)CNC(=O)C2CCCCC2)cc1
[32] O=C(COC(=O)COc1ccccc1)Nc1ccc(S(=O)(=O)N2CCOCC2)cc1

assay / compound	25	26	27	28	29	30	31	32
ELG1 repair inh	-4%	?	-1%	14%	?	1%	12%	3%
Integrin act MD	-10%	-61%[inhibitor]	18%	-16%	18%	-19%	5%	6%
TRPV1 ag	3	nt	2	26	-1	0	1	-2
TSG101-PTAP inh	0%	1%	-2%	-4%	-8%	-2%	0%	0%
p53 reactivation	-5%	-14%	-3%	-2%	-19%	nt	8%	3%
B2AR arrestin	-0.1%	-0.3%	-0.3%	-0.4%	-0.3%	0.1%	-0.3%	-0.3%
BRCA1 expr act	-40%	-86%	15%	-3%	-85%	-2%	12%&13%	30%
AT treatment	7%	-3%	-3%	16%	34%	-1%	2%	-7%
CXXC DNA block	nt	nt	-2%	-14%	2%	-4%	nt	-6%
TCR activator	5%	-3%	0%	-1%	-1%[46.1 µM]	2%	3%	-2%

[33] Cc1cc(=O)oc2cc(OCC(=O)N3CCN(c4ccccc4)CC3)ccc12
[34] COC(=O)c1ccc(CSc2nnc(-c3ccncc3)o2)o1
[35] CC(Oc1ccc(Cl)cc1Cl)C(=O)NNC(=O)[C@@H]1CCCC[C@@H]1C(=O)O (stereo not given in full)
[36] CCN1CCN(S(=O)(=O)c2ccc(Cl)c(C(=O)NCc3nc4ccccc4[nH]3)c2)CC1
[37] CCOC(=O)/C(=N/Nc1ccccc1OC)N1CCCc2ccccc21
[38] CC(OC(=O)c1ccc(NS(=O)(=O)c2ccc3[nH]c(=O)[nH]c3c2)cc1)C(=O)Nc1cccc(Cl)c1Cl (stereo not given)

assay / compound	33	34	35	36	37	38
ELG1 repair inh	1%	1%	10%	1%	-11%	?
Integrin act MD	0%	-28%	6%	10%	?	11%
TRPV1 ag	-1	1	-3	nt	18	2
TSG101-PTAP inh	-3%	-2%	-3%	1%	-1%	-1%
p53 reactivation	-9%	-3%	-2%	2%	-2%	-5%
B2AR arrestin	-1.5%	0.4%	-0.3%	-0.8%	0.5%	-0.2%
BRCA1 expr act	-18%	5%	-1%	-42%	-18%	-32%
AT treatment	-7%	3%	3%	5%	11%	4%
CXXC DNA block	nt	12%	4%	nt	-5%	14%
TCR activator	0%	-3%	-8%	-2%	-4%	3%

# An excerpt from above, showing only AT treatment:
no. | structure | AT treatment
35 | CC(Oc1ccc(Cl)cc1Cl)C(=O)NNC(=O)[C@@H]1CCCC[C@@H]1C(=O)O (stereo not given in full) | 3%
36 | CCN1CCN(S(=O)(=O)c2ccc(Cl)c(C(=O)NCc3nc4ccccc4[nH]3)c2)CC1 | 5%
37 | CCOC(=O)/C(=N/Nc1ccccc1OC)N1CCCc2ccccc21 | 11%

# Source: PubChem
